Screens: PubChem BioAssay, several laboratories
VIM-2 inhibitor = blocks Pseudomonas aeruginosa VIM-2 metallo-beta-lactamase; 290,000 compounds, 0.89% hits; AID 1527; inhibition, % at 5.6 µM; purified VIM-2, nitrocefin hydrolysis, epi-absorbance fluorescence;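 active = inhibition above the mean of all tested compounds plus 3 SD, cutoff set per screening run, cut at about 7.5% in these data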;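 also: red hydrolysis product quenches plate fluorescence so inhibitors raise well fluorescence; 0% = enzyme with DMSO and 100% = DMSO without enzyme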
FID counter = fluorescent intercalator displacement, NS3 helicase counter-screen; DNA fluorescent intercalator displacement, fluorescence; 290,000 compounds, 0.17% hits; AID 1845; inhibition, % at 7.9 µM; in the data active = inhibition above about 37%;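 also: 0% = vehicle and 100% = reference compound; higher means more ethidium bromide displaced from hairpin DNA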
V1R ag counter = activates human V1a receptor in oxytocin agonist counter-screen; CHO-V1R cells, Fluo-8 calcium fluorescence, agonist mode; 0% DMSO, 100% 3 nM vasopressin; 320,000 compounds, 0.25% hits; activation, % at 3 µM;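 active = activation above the mean activation of all tested compounds plus 3 SD, per screening run, cut at about 20% in these data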;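 also: signal is peak over basal fluorescence ratio across a 100 second FLIPR read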
HCV NS3 hel inh = HCV NS3 helicase inhibition; NS3 helicase DNA unwinding, Cy5 molecular beacon fluorescence; inhibition, % at 10.9 µM; 290,000 compounds, 0.56% hits; AID 1800;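 active = inhibition above the mean of all tested compounds plus 3 SD, set per campaign, cut at about 35% in these data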;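 also: 0% = DMSO wells and 100% = thioflavine S control wells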
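assay system = NS3 helicase fragment of HCV | buffer or medium = MOPS pH 6.5, MgCl2, DTT, Tween20, BSA | timing = 60 min unwinding reaction at 25 °C after ATP addition | signal = Cy5 beacon fluorescence read at start and 1 h | read-out basis = % inhibition of unwinding | control set = low DMSO, high thioflavine S at 110 µM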
PHOSPHO1 block = PHOSPHO1 (human) inhibition; Q8TCT1; inhibition, % at 13.3 µM; recombinant PHOSPHO1, absorbance phosphatase assay; 290,000 compounds, 1.1% hits; in the data active = inhibition above about 60%
Target sequence (Q8TCT1 whole entry, looked up): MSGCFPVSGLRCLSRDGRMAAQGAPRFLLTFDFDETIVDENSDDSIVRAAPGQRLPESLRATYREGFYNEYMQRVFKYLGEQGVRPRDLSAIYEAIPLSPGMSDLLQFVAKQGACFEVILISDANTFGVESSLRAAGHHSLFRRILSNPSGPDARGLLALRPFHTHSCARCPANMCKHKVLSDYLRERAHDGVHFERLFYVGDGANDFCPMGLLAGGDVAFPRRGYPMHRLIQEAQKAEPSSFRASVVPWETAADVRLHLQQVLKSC
GPR7 antag = blocks human GPR7 receptor signaling; GPR7-expressing cells, fluorescence antagonist assay; inhibition, % at 4.4 µM; 290,000 compounds, 1.1% hits; AID 1861; in the data active = inhibition above about 16%, passing the limit was not always enough;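 also: cells stimulated with the agonist NPW; 0% = agonist with vehicle and 100% = vehicle without agonist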
Target sequence (P48145 whole entry, looked up): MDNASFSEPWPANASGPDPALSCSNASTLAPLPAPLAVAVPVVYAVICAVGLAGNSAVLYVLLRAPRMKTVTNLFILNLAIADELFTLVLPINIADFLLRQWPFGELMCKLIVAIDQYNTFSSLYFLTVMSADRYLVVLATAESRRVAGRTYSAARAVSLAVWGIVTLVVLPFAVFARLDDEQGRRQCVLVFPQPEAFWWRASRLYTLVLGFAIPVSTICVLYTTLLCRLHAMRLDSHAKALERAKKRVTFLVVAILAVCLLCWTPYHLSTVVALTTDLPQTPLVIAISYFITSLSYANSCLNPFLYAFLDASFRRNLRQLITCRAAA
OXTR ag = human OXTR agonism; AID 2435; P30559; activation, % at 3 µM; 320,000 compounds, 0.32% hits; CHO-OTR cells, Fluo-8 calcium fluorescence; normalized: DMSO 0%, oxytocin 100%;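 active = activation above the mean of all tested compounds plus 3 SD, cutoff set per screening run, cut at about 20% in these data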;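 also: peak over basal fluorescence ratio from a 100 s FLIPR kinetic read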
Target sequence (P30559 whole entry, looked up): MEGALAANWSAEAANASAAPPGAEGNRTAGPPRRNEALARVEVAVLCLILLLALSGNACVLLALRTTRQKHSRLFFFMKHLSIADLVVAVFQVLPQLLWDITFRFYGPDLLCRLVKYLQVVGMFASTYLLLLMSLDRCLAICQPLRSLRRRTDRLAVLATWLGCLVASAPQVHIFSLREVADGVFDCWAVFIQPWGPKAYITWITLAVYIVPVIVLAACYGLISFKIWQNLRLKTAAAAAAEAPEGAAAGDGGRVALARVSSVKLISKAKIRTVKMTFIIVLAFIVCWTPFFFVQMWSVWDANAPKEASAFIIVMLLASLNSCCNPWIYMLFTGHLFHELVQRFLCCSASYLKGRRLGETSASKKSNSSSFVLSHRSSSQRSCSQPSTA
IMP-1 inhibitor = inhibitors of Pseudomonas aeruginosa IMP-1 metallo-beta-lactamase. 290,000 compounds, 0.45% hits. inhibition, % at 5.6 µM. purified IMP-1, nitrocefin hydrolysis, epi-absorbance fluorescence;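 active = inhibition above the mean plus 3 SD of all compounds in the same screening run, cut at about 4.5% in these data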;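 also: 0% = IMP-1 with DMSO and 100% = DMSO wells lacking enzyme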
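Assay system: purified recombinant IMP-1 beta-lactamase. Input: IMP-1 0.2 nM before substrate addition. Buffer or medium: Zinc- and detergent-supplemented HEPES buffer, pH 7.1. Schedule: 25 °C, 15 min preincubation, 25 min reaction. Signal: Epi-absorbance fluorescence, 480 nm excitation, 530 nm emission. Evaluation: percent inhibition from optical density relative to buffer-blank wells.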
GalR3 antagonist = human GalR3 antagonism | HEK293 GalR3-CNG cAMP membrane potential fluorescence; galR3 body fused to GalR1 C-terminus | inhibition, % at 3 µM | 360,000 compounds, 0.44% hits | AID 651719 | O60755;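 active = inhibition above the screen-wide average plus 3 SD, cut at about 13% in these data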;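 also: forskolin and galanin both at EC90 stimulate the cells; cAMP rise reported by CNG channel membrane potential dye signal; 0% = forskolin plus galanin with DMSO and 100% = forskolin alone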
Starred values were filed as active, the others as inactive; . = not tested or not shown.

SMILES	VIM-2 inhibitor	FID counter	V1R ag counter	HCV NS3 hel inh	PHOSPHO1 block	GPR7 antag	OXTR ag	IMP-1 inhibitor	GalR3 antagonist
CCCOc1ccc(-c2nnc(-c3ccco3)o2)cc1	-1.3	-12.2	-1.1	-1.7	-11.4	-0.5	-1.1	-2.0	-6.8
O=C(CSc1nnc(C2CC2)n1Cc1ccccc1)c1ccc(S(=O)(=O)N2CCOCC2)cc1	22.7*	-14.5	0.9	-8.3	-10.0	-2.1	1.6	-2.8	-4.3
CC(=O)CSc1nc(-c2cccs2)c(C#N)c(=O)[nH]1	1.6	-3.9	.	5.6	0.9	3.1	.	0.0	-2.6
COc1ccc(C(=O)N/N=C2\SCC(=O)N2Cc2ccc3c(c2)OCO3)c(OC)c1	-2.1	-6.5	0.3	-3.5	9.1	0.4	-1.3	-1.7	-3.7
CN1CCN(c2nc(N3CCN(c4ccccc4)CC3)ncc2F)CC1	-1.8	10.6	3.6	-8.2	-26.6	-1.3	3.1	-4.5	-3.2
Cc1ccc(N=c2c([N+](=O)[O-])nn(-c3ccccc3)n2O)c(C)c1	-1.3	4.1	-1.1	0.5	3.2	-6.6	-1.8	-0.8	-8.1
O=C(C1CCCN1S(=O)(=O)c1cccc2nsnc12)N1CCN(c2ccccc2)CC1 (stereo unspecified)	-2.2	-29.2	3.1	2.3	52.9	-7.4	2.7	-2.0	.
CCN1C/C(=C/c2ccc(OC)c(O)c2)C(=O)/C(=C/c2ccc(OC)c(O)c2)C1	1.5	0.2	-0.1	-15.1	12.2	13.5	-0.5	-1.0	-9.2
O=C(NC1CCS(=O)(=O)C1)/C(=C/c1ccco1)NC(=O)c1ccccc1 (stereo unspecified)	1.8	-2.7	-0.2	-4.1	16.1	-4.2	0.4	-1.6	-6.1
CCOC(=O)c1c(NC(=O)c2ccc(N3C(=O)[C@@H]4[C@H](C3=O)[C@H]3C=C[C@@H]4C3)cc2)sc2c1CCCC2	-2.9	-0.6	-0.1	4.2	3.5	-11.7	0.3	-1.0	-3.5
O=C(NCc1ccccc1)c1ccc(Cn2cc(C(F)(F)F)ccc2=O)cc1	-5.9	-20.4	0.3	-8.5	16.2	4.4	0.2	-2.6	-0.7
CC(NC(=S)NCCc1ccccc1)C(c1cccs1)N1CCN(C)CC1 (stereo unspecified)	2.3	26.5	1.3	-20.2	-11.1	12.3	2.1	0.5	.
Cc1ccc(NC(=S)N2CCCCCC2)c(C)c1	-2.0	-7.0	-1.6	-9.5	31.3	-24.2	-0.6	-1.4	-1.9
CCOC(=O)c1ccc2ncc(C(=O)OCC)c(NCc3ccco3)c2c1	-2.5	-6.9	2.1	9.2	0.7	-5.3	0.0	-0.3	-5.0
COC(=O)C1=C(COc2ccccc2)NC(=O)NC1c1ccc(Br)cc1 (stereo unspecified)	-2.7	-21.4	-0.6	-9.5	1.3	-9.3	-1.4	0.5	-5.5
O=C(COc1ccccc1)N1CCN=C1SCc1ccc(F)cc1	-2.4	-9.1	-0.8	-9.9	36.8	-9.3	-1.4	-0.7	-6.8
COc1cc2c3c(c1OC)C1(C=CC(=O)C=C1)CC3N(C(=O)CCC(=O)O)CC2 (stereo unspecified)	-0.7	5.5	1.4	12.4	33.4	13.5	0.8	-1.6	-7.0
Cn1c(=O)c2c(nc(N3CCc4ccccc4C3)n2Cc2ccccc2F)n(C)c1=O	-2.9	3.5	0.1	-6.4	10.4	-12.6	-0.7	-3.3	-5.6
Cc1ccc(S(=O)(=O)Nc2cccc(-n3cnnn3)c2)cc1	-2.3	-6.3	3.0	9.2	49.6	4.2	0.6	-1.4	-7.2
CC(C)CCn1c(=O)c(C(=O)N/N=C/c2cccc(F)c2)c(O)c2ccccc21	-3.6	0.4	0.4	3.7	-1.3	-6.0	-1.2	-3.9	-2.0
COc1cc(NC(=O)CN2c3ccccc3CC2C)cc(OC)c1OC (stereo unspecified)	-0.2	-20.8	2.5	-5.8	5.5	3.3	2.0	3.0	5.9
CCOC(=O)C(=CNCC(=O)O)C(=O)OCC	-5.3	-8.5	0.5	0.7	22.4	-6.1	0.8	-2.4	-8.9
Cc1cccc2nc(CSc3ccccc3C(=O)O)cn12	-0.8	-2.2	1.0	-1.1	-51.7	-9.2	0.9	-2.0	-0.5
COc1ccc(NC(=O)c2cccnc2)cc1OCC(C)C	-0.9	-8.0	-0.3	-5.8	23.9	0.1	-0.3	-1.6	-7.7
CCc1ccc(C(=O)NC(=S)Nc2ccc3c(c2)OCCO3)cc1	-1.2	-4.9	0.6	-0.4	20.6	-14.6	0.1	-0.5	-1.4
O=C(NC1CCCC1)c1ccc2nc(-c3ccco3)c(-c3ccco3)nc2c1	0.5	-16.7	-0.2	36.7*	44.7	-12.3	-1.8	-0.2	.
Cc1cc2ncc(C(=O)Nc3ccsc3C(=O)O)c(C)n2n1	1.6	-2.1	0.4	2.8	53.2	7.4	-0.4	-0.1	-2.8
Cc1c(OC(C)C(=O)NCCN2CCOCC2)ccc2c3c(c(=O)oc12)CCCC3 (stereo unspecified)	9.6*	-4.3	0.3	3.0	40.8	-11.1	0.4	-1.3	4.7
CN(C)CCCNc1oc(-c2ccccc2)nc1C#N	0.0	7.3	-0.3	-0.7	-16.0	-5.4	0.8	-3.4	-1.1
CCCS(=O)(=O)N1CCc2cc(OC)c(OC)cc2C1	-0.8	1.7	-1.0	-1.8	-7.4	5.1	-0.8	-0.7	-3.1
CC(C)(C)c1cc(C(=O)N2CCc3ccccc32)ccn1	-0.7	-16.5	0.1	-3.8	-2.2	-11.1	0.2	-4.5	-4.8
O=C(Cc1ccccc1)N/N=C/c1ccc(S(=O)(=O)O)o1	-3.3	-2.4	0.7	-17.5	-11.0	-6.8	0.4	-1.3	-1.6
CCOc1ccc(C(C(=O)NCC2CCCO2)N(C(=O)c2snc(C(N)=O)c2N)c2ccc3c(c2)OCCO3)cc1 (stereo unspecified)	0.0	-42.8	3.9	-16.2	19.4	3.1	2.0	-2.6	-8.4
COc1ccccc1C(=O)Nc1ccc(S(=O)(=O)Nc2cnc3ccccc3n2)cc1	0.0	-27.9	0.3	7.7	40.3	-17.0	1.7	-1.1	-0.9
CC12CC(NC(=O)N1CCc1ccccc1)c1cc(Cl)ccc1O2 (stereo unspecified)	-2.0	-5.4	1.9	-8.5	3.4	17.7	0.9	-1.1	-0.8
COc1ccc(S(=O)(=O)N2CCOC2CNC(=O)C(=O)NCc2ccc(F)cc2)cc1OC (stereo unspecified)	0.0	-33.5	0.6	8.2	35.2	-17.1	0.9	-0.9	0.2
Cc1sc2ncn(CCn3cnc4sc(C)c(C)c4c3=O)c(=O)c2c1C	-0.1	-3.1	6.1	10.4	25.1	4.3	6.0	0.1	-1.5
COc1ccccc1NC(=S)NCCc1ccc(Cl)cc1	-3.2	-9.3	0.5	3.0	-49.1	11.4	-1.1	-3.4	-5.5
CC(=O)N1CCc2cc(S(=O)(=O)CCC(=O)NCc3ccc(F)cc3)ccc21	-1.9	-1.1	-0.3	-0.3	22.6	-7.1	0.0	-2.9	-1.5
CSCCC(NC(=O)c1ccccc1)C(=O)OCC(=O)Nc1ccc(C)c(Cl)c1 (stereo unspecified)	-1.5	-11.0	1.1	-8.0	16.2	-0.4	1.0	-2.0	1.2
CN(C)S(=O)(=O)c1ccc(NC(=O)COC(=O)c2ccccn2)cc1	-0.5	-0.1	0.8	2.4	7.8	4.2	1.4	-0.1	-0.4
C[C@@H](C(=O)Nc1nc2ccc(F)cc2s1)N1C(=O)C2CC=CCC2C1=O (stereo partly specified)	-2.4	-4.7	-0.3	-23.7	-4.2	-6.3	-2.0	-4.1	2.7
COc1ccccc1-n1ccnc1SCC(=O)NC1CCCC1	-1.8	-10.2	1.0	5.2	3.3	-11.4	1.8	-3.6	-0.3
O=C(Nc1cccc(C(=O)O)c1)/C(=C\c1ccco1)NC(=O)c1ccc(Br)o1	-2.5	-19.3	0.5	12.8	-2.2	1.1	-0.1	-1.4	-9.2
O=C(Nc1ccc2c(c1)oc1ccc(S(=O)(=O)N3CCCC3)cc12)C1CC1	-3.0	-8.0	1.0	-2.5	0.2	-1.2	3.2	-0.8	-6.6
O=C(N/N=C/c1ccco1)c1ccc(NC(=O)c2ccccc2Cl)cc1	-1.5	-7.5	0.1	7.0	12.7	-2.3	-0.6	-4.5	-3.0
COc1cc(C#N)ccc1OCC(=O)Nc1ccc(C)c(S(=O)(=O)N2CCOCC2)c1	2.0	-14.7	1.4	-12.9	-25.2	4.0	0.9	-0.2	-1.8
COC(=O)CSc1nc2ccccc2c(=O)n1C	-2.4	-3.4	1.8	-7.1	-17.9	-9.8	0.0	-2.8	-3.6
CC(=O)Nc1sc(C)c(C)c1C(=O)OCCOc1ccccc1	0.2	-17.8	-0.1	-17.1	-14.1	-10.7	-1.2	-4.4	-9.1
O=C(COC(=O)c1cccc(S(=O)(=O)N2CCc3ccccc3C2)c1)NCc1ccco1	-2.4	-11.8	1.9	10.9	15.4	-13.1	-0.5	-3.4	-2.2
NC(=O)[C@H]1CC2(CC(c3cccc(NC(=O)COc4ccc(Cl)cc4)c3)=NO2)CN1C(=O)[C@H]1CCC(=O)N1 (stereo partly specified)	.	.	1.5	.	-127.5	.	-0.1	.	-2.3
Cc1nn(-c2ccccc2)c(C)c1NC(=O)COc1ccc(Cl)cc1Cl	-1.5	-38.1	6.8	-2.6	-8.6	-11.0	5.9	-2.2	0.1
CC(C)Cn1c(N2CCN(C(=O)/C=C/c3ccccc3)CC2)nc2ccccc21	-1.7	-32.5	-1.2	5.5	35.3	-4.7	-2.8	-1.6	-4.1
Cn1c(N)c(C(=O)COC(=O)C2CCC(C(C)(C)C)CC2)c(=O)n(C)c1=O (stereo unspecified)	-2.4	-16.2	1.8	0.9	-10.7	-8.9	2.2	-2.6	-2.3
CC(C)(C)n1ncc2c(=O)n(Cc3ccc(Cl)cc3Cl)cnc21	-3.3	-2.4	2.1	9.7	25.8	-9.5	-0.3	-4.6	-3.3

4 neighbouring entries already listed, for reference:
SMILES	VIM-2 inhibitor	FID counter	V1R ag counter	HCV NS3 hel inh	PHOSPHO1 block	GPR7 antag	OXTR ag	IMP-1 inhibitor	GalR3 antagonist
CC(=O)N1CCc2cc(S(=O)(=O)CCC(=O)NCc3ccc(F)cc3)ccc21	-1.9	-1.1	-0.3	-0.3	22.6	-7.1	0.0	-2.9	-1.5
CSCCC(NC(=O)c1ccccc1)C(=O)OCC(=O)Nc1ccc(C)c(Cl)c1 (stereo unspecified)	-1.5	-11.0	1.1	-8.0	16.2	-0.4	1.0	-2.0	1.2
CN(C)S(=O)(=O)c1ccc(NC(=O)COC(=O)c2ccccn2)cc1	-0.5	-0.1	0.8	2.4	7.8	4.2	1.4	-0.1	-0.4
C[C@@H](C(=O)Nc1nc2ccc(F)cc2s1)N1C(=O)C2CC=CCC2C1=O (stereo partly specified)	-2.4	-4.7	-0.3	-23.7	-4.2	-6.3	-2.0	-4.1	2.7
